Bioassay records deposited in PubChem BioAssay by several laboratories.
HTRA1 inhibitor: HTRA1 serine protease inhibitors, primary screen, biochemical, fluorescence polarization, HTS. Q92743. recombinant HTRA1, FP-rhodamine activity-based probe. inhibition, % at 5.96 µM. 0.5% of 340,000 active. AID 504803, 2011; in the data active means inhibition above about 36%;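 further: 0% = enzyme with DMSO and 100% = wells lacking enzyme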
LEDGF integ inh: blockers of LEDGF/p75-dependent integrase strand transfer – biochemical, TR-FRET, high throughput, primary screen. inhibition, % at 3.7 µM. 0.64% of 370,000 active. AID 743269, 2014. TR-FRET IN-LEDGF/p75 DNA integration, Eu/Cy5;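 active means inhibition above the screen-wide mean plus 3 SD, cut at about 13% in these data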;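 further: signal is the Cy5 over europium emission ratio at 671 and 618 nm; 0% = plate median of compound wells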
PG9 binder: binders of HIV-1 gp120 antibody PG9, primary screen, biochemical, TR-FRET. HIV-1 gp120 / PG9 antibody interaction. 0.43% of 360,000 active. inhibition, % at 6.7 µM. TR-FRET gp120-PG9 antibody binding; in the data active means inhibition above about 8.5%
PRMT1 FP inh: PRMT1 methyltransferase inhibitors, primary screen, biochemical, fluorescence polarization; Protein arginine N-methyltransferase 1 (Homo sapiens), Q99873; recombinant PRMT1, activity-based probe fluorescence polarization; inhibition, % at 2.79 µM; 1.3% of 370,000 active; AID 652257, 2013;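 active means inhibition above about 21% made by adding two undisclosed values, limit read from the data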
rCAG RNA binder: binders of r(CAG) RNA repeats, primary screen, biochemical, fluorescence. r(CAG) RNA repeat, TO-PRO-1 dye displacement fluorescence. inhibition, % at 3 µM. 1.3% of 370,000 active. AID 651821, 2012;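 active means inhibition above the plate cutoff, the mean of all test compounds on that plate plus 3 SD, cut at about 35% in these data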;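 further: 0% = DMSO alone and 100% = 100 µM mitoxantrone as full dye displacement; higher means more dye released from RNA so lower well fluorescence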
TDP2 absorb: human TDP2 enzyme inhibitors, primary screen, biochemical, epi absorbance, recombinant enzyme; Tyrosyl-DNA phosphodiesterase 2 (Homo sapiens), O95551; T5PNP hydrolysis, p-nitrophenol absorbance 415 nm; inhibition, % at 12.8 µM; 0.34% of 370,000 active; AID 720702, 2013;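 active means inhibition above the mean of all tested compounds plus 3 SD, set per campaign, cut at about 25% in these data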;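 further: 0% = DMSO with enzyme and 100% = buffer with substrate but no TDP2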
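Test system: Human TDP2 enzyme | Reagent: 5 mM T5PNP | Compound dosing: 12.8 µM single point, 1% DMSO | Incubation: Enzyme reaction with compound for 2 h at 37 °C | Technique: p-Nitrophenol epi absorbance | Read-out: % inhibition relative to enzyme-containing and enzyme-free wells | Benchmarks: High control without enzyme, low control DMSO plus TDP2 | Replicates: Singlicate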
NR1D1 modulator: modulators of Rev-erb alpha DNA binding, primary screen, biochemical, FITC-DNA, fluorescence polarization, uHTS; Rev-erbα–FITC-DNA binding, 90 min; 0.79% of 370,000 active; Nuclear receptor subfamily 1 group D member 1 (Homo sapiens), P20393; activity, % at 10 µM;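 active means activity above about 14%, limit read from the data; passing the limit was not always enough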;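 further: 0% = DMSO wells with 35 nM protein and 100% = DMSO wells with 750 nM protein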
SIAE inh: human SIAE inhibitors, primary screen, biochemical, fluorescence polarization, FP-Rh probe, 1536-well HTS | Sialate O-acetylesterase (Homo sapiens), Q9HAT2 | SIAE FP-Rh probe binding | inhibition, % at 9.66 µM | 0.69% of 370,000 active;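 active means inhibition above a cutoff: mean of compounds within the control limits plus 3 SD of those, cut at about 17% in these data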;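 further: 0% = plate median of compound wells and 100% = probe without SIAE protein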
Target sequence (Q9HAT2 whole entry, looked up): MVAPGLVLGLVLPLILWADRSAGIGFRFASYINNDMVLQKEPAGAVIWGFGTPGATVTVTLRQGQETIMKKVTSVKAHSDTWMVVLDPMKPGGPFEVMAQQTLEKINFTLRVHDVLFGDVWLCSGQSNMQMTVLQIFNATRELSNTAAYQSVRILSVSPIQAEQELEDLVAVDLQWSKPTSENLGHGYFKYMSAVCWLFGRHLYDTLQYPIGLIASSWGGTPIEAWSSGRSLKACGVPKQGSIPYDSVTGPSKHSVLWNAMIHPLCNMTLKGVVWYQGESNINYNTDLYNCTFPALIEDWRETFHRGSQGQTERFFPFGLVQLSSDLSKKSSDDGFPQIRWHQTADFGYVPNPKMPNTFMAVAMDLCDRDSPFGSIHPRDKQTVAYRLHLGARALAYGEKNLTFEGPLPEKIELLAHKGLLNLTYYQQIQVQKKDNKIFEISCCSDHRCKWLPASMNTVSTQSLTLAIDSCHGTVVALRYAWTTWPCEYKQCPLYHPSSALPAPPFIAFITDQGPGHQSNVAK
TCR CD3 inh: inhibitors of human TCR-CD3 interaction, primary screen, biochemical, fluorescence, TAMRA-labeled TCR probe; inhibition, % at 9.4 µM; 0.37% of 360,000 active; in the data active means inhibition above about 19%;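 further: recombinant mutant TCR 2C K166C tagged with TAMRA read by polarization; 0% = receptor in buffer alone and 100% = receptor with positive control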
ABHD4 inh: ABHD4 inhibitors, primary screen, biochemical, fluorescence polarization, mouse; inhibition, % at 8.92 µM; purified mABHD4, FP-Rh probe fluorescence polarization; 0.54% of 370,000 active;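 active means inhibition exceeding the mean over every tested compound plus 3 SD, cut at about 30% in these data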;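 further: 0% = plate median of compound wells and 100% = S159A mutant with DMSO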
Target sequence (Q8VD66 whole entry, looked up): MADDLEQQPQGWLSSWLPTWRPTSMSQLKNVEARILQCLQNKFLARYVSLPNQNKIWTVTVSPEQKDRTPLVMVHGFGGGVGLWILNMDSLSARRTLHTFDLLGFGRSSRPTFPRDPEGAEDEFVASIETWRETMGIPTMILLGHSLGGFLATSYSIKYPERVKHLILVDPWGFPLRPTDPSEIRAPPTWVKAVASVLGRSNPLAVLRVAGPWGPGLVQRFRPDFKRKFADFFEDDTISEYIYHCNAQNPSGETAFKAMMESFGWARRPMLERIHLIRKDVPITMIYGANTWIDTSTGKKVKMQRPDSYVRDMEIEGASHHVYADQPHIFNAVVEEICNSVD
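system = mouse ABHD4 enzyme, wild type | medium = HEPES pH 7.0, NaCl, Pluronic buffer | also added = FP-Rh probe | incubation = Enzyme–compound pre-incubation 45 min, then probe 60 min, both 25 °C | technique = fluorescence polarization, excitation 525 nm, emission 598 nm, BODIPY TMR filters | controls = S159A mutant high control, sample median low control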
* = called active by the depositor; · = not tested or not shown; & = joins results of further samples. Not all compounds are listed (hit frequency here may not be typical).

SMILES | HTRA1 inhibitor | LEDGF integ inh | PG9 binder | PRMT1 FP inh | rCAG RNA binder | TDP2 absorb | NR1D1 modulator | SIAE inh | TCR CD3 inh | ABHD4 inh
N=C(SC1CC(=O)N(c2ccc(F)cc2)C1=O)N1N=C(c2ccccc2)CC1c1ccccc1 (stereo not given) | -1 | 2 | -0.1 | 2 | 3 | 6 | 19* | -5 | 8 | 4
O=C(Cn1c(=O)oc2ccc(Cl)cc21)Nc1ccon1 | -2 | -3 | 0.2 | 3 | 0 | -2 | 3 | 0 | 1 | -5
Nc1sc2c(c1C(=O)NCCc1ccccc1)CCCC2 | · | 0 | 1.4 | 36* | 19 | 13 | 9 | 13 | 4 | 37*
COc1cccc(CNC(=O)[C@H]2CCCN2C(=O)[C@H]2CCCN2)c1 | · | -1 | 0.3 | -1 | 0 | 0 | -1 | 3 | -7 | 5
CCOc1cc(/C=C2\COc3ccccc3C2=O)ccc1OCC(=O)N(C)C | 9 | -3 | -0.4 | 3 | 2 | 24 | 6 | -2 | 0 | -9
Cc1ccc(NC(=O)N(Cc2cccs2)Cc2cc3cc4c(cc3[nH]c2=O)OCO4)cc1 | · | 2 | -0.8 | 0 | 7 | -7 | -1 | -8 | -6 | -1
COCCCNC(=O)C[C@H]1C[C@@]2(C(=O)OC)C(=C[C@H](COCc3ccccc3)O[C@@H]2C)N(Cc2ccc3c(c2)OCO3)C1=O | · | 2 | 2.6 | -5 | 1 | 0 | 1 | 29* | -3 | -1
Cc1cc2c3c(c1)C1(C(=O)N3C(C)(C)CC2C)C(C#N)=C(N)Oc2n[nH]c(C)c21 (stereo not given) | 1 | -1 | -0.1 | -2 | -3 | 10 | 0 | 2 | 10 | -7
Cc1cc(NC(=O)C2CCCN(S(=O)(=O)c3c(C)noc3C)C2)n[nH]1 (stereo not given) | -4 | 4 | 1.3 | 2 | 0 | -1 | 6 | 8 | 3 | -10
COc1ccc(C2N(c3ccccn3)C(=O)C3CCCN32)c(OC)c1 (stereo not given) | 5 | -2 | 0.1 | 0 | 1 | -6 | -3 | 1 | -3 | 0
O=C1C(=O)N(CCCn2ccnc2)C(c2cccnc2)/C1=C(/O)c1ccc(F)cc1 (stereo not given) | 11 | 4 | 2.4 | 0 | -1 | 4 | -3 | 1 | 2 | 8
CCOC(=O)c1[nH]c2cc(OC)c(OC)cc2c1N | -3 | -4 | -27 | 2 | -2 | -9 | 3 | 7 | 8 | 2
CC(=O)Nc1cc2c(cc1C(=O)C(C)C)OCCO2 | 2 | 1 | -0.6 | 5 | -4 | 4 | -2 | -6 | 0 | 0
COc1cccc(-n2c(Cc3cc(=O)[nH]c(=O)[nH]3)nnc2SCC(=O)NC2CCCC2)c1 | 4 | 2 | -3.1 | -1 | 2 | -6 | 1 | 11 | -7 | -3
CC(C)CCN1C(=O)COc2ccccc2C1c1nnnn1-c1ccc2c(c1)OCCO2 (stereo not given) | · | -1 | · | 4 | 3 | 0 | 5 | -1 | · | 0
O=C(Nc1ccc(Cl)cc1)OC[C@@H]1CSCCS(=O)(=O)N1 | · | -5 | 1.0 | 2 | 1 | -1 | 6 | 0 | -5 | -4
COc1ccc(-c2ccc(SCC(=O)Nc3cccc(C(C)=O)c3)nn2)cc1OC | -8 | -3 | 0.9 | 0 | 0 | 4 | -3 | -7 | 0 | -3
CSc1cccc(NS(=O)(=O)c2ccc3c(c2)oc(=O)n3C)c1 | -6 | -2 | -0.2 | 0 | 3 | -1 | 3 | -1 | -8 | -1
Cc1cc(C)n2c(NC3CCCC3)c(-c3cccnc3)nc2n1 | · | 2 | -0.3 | 2 | 2 | -8 | 0 | 6 | -3 | 2
O=c1ccc(-c2ccc(S(=O)(=O)Nc3cccc(F)c3)o2)n[nH]1 | 7 | 1 | -2.3 | -1 | 3 | 2 | 2 | 0 | 3 | -1
Cc1ccc(NC(=O)c2cc(C(=O)c3cc(Cl)ccc3O)cn(-c3ccc(C)cc3)c2=O)cc1 | -11 | 6 | -3.3 | -1 | 6 | 6 | -5 | -89 | -1 | -3
O=C(CN1C(=O)N/C(=C\c2ccccc2OCc2ccc(C(=O)O)cc2)C1=O)Nc1ccccc1F | -37 | -1 | -2.0 | 3 | 47* | 2 | 6 | -16 | -6 | -33
COCCNC(=O)CN1CCOc2ccccc21 | -2 | -1 | 0.8 | 4 | 1 | 2 | 7 | 1 | 6 | 3
Cc1cc(Nc2ccccc2C(=O)O)nc2nc3ccccc3c(=O)n12 | -2 | 2 | 0.8 | -3 | -1 | 0 | 0 | 23* | 4 | -2
O=C1NC(=O)C(c2ccccc2)(c2ccccc2)N1 | 2&3 | 1&-1&6 | -0.8&0.4&2.8 | -5&2&-8 | 4&2&4 | 5&-5&-20 | 5&-4&2 | -4&-1&-3 | -1&-4&-2 | -2&4&-11
Continued:
SMILES | HTRA1 inhibitor | LEDGF integ inh | PG9 binder | PRMT1 FP inh | rCAG RNA binder | TDP2 absorb | NR1D1 modulator | SIAE inh | TCR CD3 inh | ABHD4 inh
CCOC(=O)c1cc(-c2ccccc2)sc1NC(=O)C(C)(C)C | -3 | 1 | 0.8 | 5 | 8 | -2 | 2 | -3 | -5 | -3
O=C(Cn1c(=O)cnc2ccccc21)NCC(=O)Nc1ccc(F)c(F)c1 | 4 | 1 | -0.1 | 1 | -2 | 11 | 3 | 3 | 2 | 2
COc1ccccc1NC(=O)CSc1nc(=O)n(CCN2CCOCC2)c2c1CCC2 | -3 | 1 | -1.6 | -4 | -6 | 15 | 2 | 13 | 8 | -2
COc1ccccc1C(=O)Nc1nnc([C@@H]2C[C@H](O)[C@@H](CO)O2)s1 | · | 0 | 2.5 | 2 | 3 | -4 | -2 | -2 | -7 | 0
CN(C(=O)COC(=O)c1cc(-c2ccc(Cl)s2)nc2ccccc12)C1CCS(=O)(=O)C1 (stereo not given) | -16 | 3 | -0.9 | -4 | 4 | -3 | 51* | -1 | 8 | -1
C[C@H](c1ccccc1)N1C[C@@H](COCc2ccccc2)Oc2cccc(N3CCCCC3)c2S1(=O)=O | · | -6 | 0.7 | -4 | 5 | 12 | 1 | 1 | 5 | -1
CC(COC(=O)c1ccccc1)(COC(=O)c1ccccc1)/[N+]([O-])=C/c1ccccc1 | 0 | 3 | -1.9 | 3 | -5 | -7 | 2 | 2 | 3 | 1
CC(=O)Nc1cccc(C(=O)N/N=C/c2cccnc2)c1 | 1 | 3 | -2.5 | 1 | 1 | 1 | -1 | 0 | 8 | -2
O=C(c1cnn2ccccc12)N1CCc2ccccc21 | 3 | -1 | 1.3 | 5 | 0 | 6 | 5 | 0 | -1 | 9
O=C(NCCCN1CCOCC1)C(=O)NCC1CCCO1 (stereo not given) | 8 | 0 | 0.2 | 3 | 0 | -3 | -8 | -15 | 0 | 1
Cc1c(C(=O)NCC2COc3ccccc3O2)oc2ccc(S(=O)(=O)N3CC(C)CC(C)C3)cc12 (stereo not given) | -2 | 1 | -1.6 | 2 | 6 | 7 | 1 | -10 | 3 | 0
CNS(=O)(=O)c1cc(-c2nnc(Nc3ccc(CC(N)=O)cc3)c3ccccc23)ccc1C | -6 | -3 | -0.8 | 2 | 5 | 0 | 2 | -1 | -2 | 0
Oc1ccc(C=Nc2cccc3ncccc23)c(O)c1 | 16 | 16* | -0.1 | 5 | 7 | 9 | 0 | 6 | 3 | 19
Cc1ccc(S(=O)(=O)N2CCC[C@H]2C(=O)NC2CCCCC2)cc1 | 1 | -3 | -0.6 | 3 | 1 | 10 | -1 | -2 | -8 | -6
NC(=O)CC(NC(=O)c1ccc(Br)cc1)c1ccc(NCc2ccc(F)cc2)c([N+](=O)[O-])c1 (stereo not given) | -8 | 2 | -1.6 | -2 | 4 | 4 | 5 | -13 | 1 | -3
O=C(NNC(=O)C1CCCCC1)c1cnccn1 | 1 | -2 | -0.4 | -3 | -1 | -10 | -5 | 3 | 1 | 2
COC(=O)C1CN(Cc2cn(Cc3ccc(OC)cc3)nn2)CCS(=O)(=O)N1Cc1ccc(C)cc1 (stereo not given) | · | -3 | · | 2 | 1 | -4 | 0 | 5 | · | 3
COP(=O)(/C=C/c1ccccc1)C(O)c1ccc(F)cc1 (stereo not given) | 4 | 4 | 0.6 | 2 | 3 | -8 | 8 | -11 | -2 | -15
Cc1ccc(S(=O)(=O)N2CCC(C(=O)OCC(=O)N(C)CC(=O)Nc3ccc(F)cc3)CC2)cc1C | -14 | 1 | 1.1 | -3 | 0 | -4 | 1 | -8 | 1 | -2
O=C(Nc1ccccc1N1CCCC1)c1ccc2ccccc2c1 | -10 | -6 | -0.7 | 3 | 1 | 1 | 11 | 3 | -11 | -5
COc1ccccc1CCC(=O)N(Cc1ccccc1)c1c(N)n(Cc2ccccc2)c(=O)[nH]c1=O | -29 | 1 | 0.8 | 1 | 3 | -3 | 0 | -3 | 0 | 2
Cc1ccccc1N(CC(=O)NCCSc1ccccn1)S(=O)(=O)c1ccccc1 | -5 | -10 | 2.6 | -2 | -1 | -2 | -8 | -3 | 5 | 0
CCCOc1ccc(/C(CC)=N/NC(=O)C2(C)CC2(Br)Br)cc1 (stereo not given) | -11 | -3 | -0.9 | -1 | 0 | 3 | 34* | 2 | 2 | -1
O=C(N/C(=C/c1cccc(Br)c1)C(=O)N1CCCCC1)c1ccco1 | -3 | -3 | -0.9 | 2 | 0 | 5 | 6 | -2 | -4 | 2
Cc1ccc(N2C(N)=C(C#N)C(c3cccnc3)C3=C2CCCC3=O)cc1 (stereo not given) | 14 | -1 | -0.8 | 12 | 10 | -10 | 0 | 7 | -4 | 11
CCc1ccc(C(=O)NNc2cc(Cl)cc(Cl)c2)cc1 | -19 | 3 | -3.3 | -3 | -1 | -17 | 6 | -2 | -2 | -7

Retrieved one by one from the entries so far, 4 records:
SMILES | HTRA1 inhibitor | LEDGF integ inh | PG9 binder | PRMT1 FP inh | rCAG RNA binder | TDP2 absorb | NR1D1 modulator | SIAE inh | TCR CD3 inh | ABHD4 inh
COc1ccccc1CCC(=O)N(Cc1ccccc1)c1c(N)n(Cc2ccccc2)c(=O)[nH]c1=O | -29 | 1 | 0.8 | 1 | 3 | -3 | 0 | -3 | 0 | 2
COC(=O)C1CN(Cc2cn(Cc3ccc(OC)cc3)nn2)CCS(=O)(=O)N1Cc1ccc(C)cc1 (stereo not given) | · | -3 | · | 2 | 1 | -4 | 0 | 5 | · | 3
CCCOc1ccc(/C(CC)=N/NC(=O)C2(C)CC2(Br)Br)cc1 (stereo not given) | -11 | -3 | -0.9 | -1 | 0 | 3 | 34* | 2 | 2 | -1
CNS(=O)(=O)c1cc(-c2nnc(Nc3ccc(CC(N)=O)cc3)c3ccccc23)ccc1C | -6 | -3 | -0.8 | 2 | 5 | 0 | 2 | -1 | -2 | 0
